PI4K2A inh: PI4K2A (human) kinase inhibition; activity change, negative = inhibition, % at 76.9 µM; purified PI4K2A, ADP-Glo luminescence, 1 h; active compounds read low; actives 0.13% (n = 420,000); in the data active = activity change below about -50%; inconclusive = mostly about -30% to -49%;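 also: -100% = wells without enzyme as full effect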
Target sequence (Q9BTU6 whole entry, looked up): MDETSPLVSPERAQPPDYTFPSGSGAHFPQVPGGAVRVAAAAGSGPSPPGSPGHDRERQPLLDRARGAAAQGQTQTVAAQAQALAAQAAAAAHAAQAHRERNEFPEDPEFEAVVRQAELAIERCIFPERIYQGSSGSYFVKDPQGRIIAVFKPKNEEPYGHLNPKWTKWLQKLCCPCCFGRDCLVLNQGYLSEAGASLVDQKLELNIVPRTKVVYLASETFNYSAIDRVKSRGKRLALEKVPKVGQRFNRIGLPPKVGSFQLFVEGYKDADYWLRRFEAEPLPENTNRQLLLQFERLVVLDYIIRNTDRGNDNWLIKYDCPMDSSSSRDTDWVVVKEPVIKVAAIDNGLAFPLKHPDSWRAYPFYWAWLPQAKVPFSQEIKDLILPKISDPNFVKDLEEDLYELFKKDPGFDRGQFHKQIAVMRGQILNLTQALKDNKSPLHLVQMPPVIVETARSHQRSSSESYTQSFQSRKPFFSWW
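PI4K2A activity was measured by ADP-Glo luminescence: enzyme (4 ug/mL stock) and phosphatidylinositol (1.2 mM stock) in Tris pH 7.5/MgCl2/EGTA/Triton X-100 buffer were reacted with ATP (300 microM stock) for one hour at ambient temperature.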
Glioma ERSR ind: inducers of ER stress response in human glioma cells; AID 602332; U87-MG GRP78 promoter luciferase reporter, 16 h; actives 0.02% (n = 420,000); Potency, µM, without a hit: at the highest dose activation, hits mostly activators; also: potency is read from the fitted curve at half-maximal effect; series mostly up to about 76 µM; % of control where 0% means no effect; nearly all actives have a fitted effect of over 35% in size
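Stably transfected U87-MG glioma cells carrying a GRP78-based luciferase sensor; 16 h compound incubation. Luminescence end-point read 10 min after Bright-Glo addition at room temperature.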
IDH1 R132H inh: blocks human mutant IDH1 R132H enzyme; IDH1-R132H enzyme, NADPH consumption, diaphorase/resazurin fluorescence; Potency, µM (titrated, usually from 76.6 µM), without a hit: at the highest dose activity change, negative = inhibition, actives largely listed as inhibitors; actives 0.093% (n = 390,000); AID 602179; also: potency is read from the fitted curve at half-maximal effect; % is scaled to controls: 0 for no effect and ±100 for the full control effect; nearly all actives have a fitted effect of over 65% in size
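IDH1-R132H (0.5 ug/mL dispensed) in pH 7.5 Tris buffer was preincubated 30 min with compound, then given a substrate mix of 0.016 mM NADPH and 2 mM alpha-KG for 80 min at room temperature; remaining NADPH was read by diaphorase/resazurin fluorescence.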
RXFP1 ag: activates the human relaxin receptor RXFP1; HEK293T-RXFP1 cAMP TR-FRET, 30 min; response scale: percent of porcine relaxin response, buffer zero; AID 2676; Potency, µM (doses to about 57.5 µM), inactives show at the highest dose activation, actives largely listed as activators; actives 0.3% (n = 370,000); also: potency is read from the fitted curve at half-maximal effect; % is scaled to controls: 0 for no effect and ±100 for the full control effect; nearly all actives have a fitted effect of over 60% in size; many of its hits are not listed in these tables
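HEK293 cells stably expressing RXFP1, treated 30 min at 37C with compounds plus PDE4 inhibitor Ro 20174; cAMP measured by HTRF TR-FRET. Normalized to buffer and 29 nM porcine relaxin; EC50 by Hill fit.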
USP1 inh: inhibitors of human USP1/UAF1 deubiquitinase; O94782; recombinant USP1/UAF1, Ub-Rhodamine cleavage fluorescence; Potency, µM (top dose mostly 57.1 µM), for the others: top-dose activity change, negative = inhibition, actives largely listed as inhibitors; actives 0.23% (n = 390,000); also: potency is read from the fitted curve at half-maximal effect; % is scaled to controls: 0 for no effect and ±100 for the full control effect; nearly all actives have a fitted effect of over 60% in size; inactives centre near -12
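USP1/UAF1 complex at 1 nM was preincubated with compound for 15 min at room temperature, then Ub-Rho substrate (150nM final) was added. Fluorescence (480/540 nm) was read kinetically, 6 reads every 60 seconds.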
Vif-APOBEC3G blk: inhibitors of Vif-APOBEC3G interaction. actives 0.076% (n = 410,000). HeLa A3G-eYFP + Vif (tagged APOBEC3G with the HIV-1 protein that degrades it), YFP fluorescence, overnight. Potency, µM (titrated, usually from 46.1 µM), inactives show top-dose activity, negative = active, actives largely listed as inhibitors. Q9HC16;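 also: potency is read from the fitted curve at half-maximal effect; % is scaled to controls: 0 for no effect and ±100 for the full control effect; nearly all actives have a fitted effect of over 60% in size; hits raise eYFP signal because A3G escapes Vif-driven loss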
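HeLa cells stably expressing Vif and C-terminally eYFP-tagged A3G, seeded overnight at 37 deg C, then exposed to compound by pintool overnight at 37 deg C. Rise in yellow fluorescence (Ex 488/Em 500-530, Acumen) marks blocked Vif-driven A3G degradation.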
TrxR1 substrate: is turned over as a substrate by rat TrxR1. Potency, µM (titrated, usually from 114 µM), for inactives: at the highest dose activity change, negative = substrate turnover. actives 0.01% (n = 390,000). purified TrxR1 substrate turnover, NADPH consumption readout; also: potency is read from the fitted curve at half-maximal effect; % is scaled to controls: 0 for no effect and ±100 for the full control effect; nearly all actives have a fitted effect of over 50% in size
Target sequence (O89049 whole entry, looked up): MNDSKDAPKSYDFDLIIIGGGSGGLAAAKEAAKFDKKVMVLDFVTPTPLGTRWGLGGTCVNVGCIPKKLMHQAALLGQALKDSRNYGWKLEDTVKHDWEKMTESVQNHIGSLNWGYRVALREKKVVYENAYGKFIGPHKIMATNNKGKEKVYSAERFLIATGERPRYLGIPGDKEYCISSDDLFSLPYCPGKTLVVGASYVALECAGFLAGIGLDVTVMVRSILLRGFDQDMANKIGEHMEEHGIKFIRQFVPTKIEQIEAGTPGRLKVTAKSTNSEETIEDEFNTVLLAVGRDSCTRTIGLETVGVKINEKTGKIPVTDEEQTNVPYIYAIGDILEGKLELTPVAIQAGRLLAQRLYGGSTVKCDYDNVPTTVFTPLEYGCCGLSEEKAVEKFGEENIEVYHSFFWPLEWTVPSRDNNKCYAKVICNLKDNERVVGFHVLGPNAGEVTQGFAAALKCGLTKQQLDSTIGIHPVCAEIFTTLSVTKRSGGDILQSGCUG
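Rat TrxR1, dispensed at 90 nM, was prereduced with 400 uM NADPH (final) for 5 min at ~22 deg C, then incubated with compound 15 min before 400 uM selenite. A first-read NADPH fluorescence drop versus no-compound background flagged substrates.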
Vif-APOBEC3F blk: inhibitors of Vif-A3F interaction. HeLa A3F-eYFP + Vif (tagged APOBEC3F with the HIV-1 protein that degrades it), YFP fluorescence increase. Potency, µM (series often up to 46.1 µM), for inactives: at the top dose activity, negative = active. actives 0.2% (n = 390,000). AID 602313; also: potency is read from the fitted curve at half-maximal effect; % of control where 0% means no effect; nearly all actives have a fitted effect of over 65% in size
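HeLa cells stably expressing A3F-eYFP plus Vif, plated and incubated overnight at 37 deg C, then exposed to compounds overnight at 37 deg C. Blocked degradation read as raised yellow fluorescence (Ex 488/Em 500-530).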
LDHA block: LDHA (human) enzyme inhibition; P00338; purified LDHA, NADH/diaphorase-resazurin fluorescence; active compounds read low; activity change, % (values are at about 110 or 230 µM); actives 0.15% (n = 480,000); AID 1347041; in the data active = activity change below about -30%; inconclusive = mostly about -25% to -30%;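 also: plate controls were DMSO wells for no effect and wells without enzyme for full effect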
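Enzyme activity of human lactate dehydrogenase 5 (2 nM; 0.06 mM NADH, 0.2 mM pyruvate, 5 min, RT) is measured via a resazurin/diaphorase fluorescence readout of residual NADH.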
Numbers without * were called inactive; ? = inconclusive; . = not tested or not shown; & = joins results of further samples; [ ] = remark or other dose. Unless noted, calls follow the shape of the dose curve; as a rule, active = well fitted curve in the direction sought with a large enough effect; inconclusive = small, poorly fitted or top-dose-only effect, or another doubt; inactive = no such curve, though single readings can be large; an effect the other way counts as inactive or inconclusive.

item	SMILES	PI4K2A inh	Glioma ERSR ind	IDH1 R132H inh	RXFP1 ag	USP1 inh
1	COc1ccc(C)cc1S(=O)(=O)NCC(c1ccc2c(c1)OCO2)N1CCOCC1 (stereo not drawn)	0	-3%	4%	1.2%	-13%
2	Cc1c(C(=O)Nc2ccc3c(c2)OCO3)sc2nc(-c3ccccc3)cn12	1	1%	3%	10%	-6%
3	COc1ccc2nc(C)cc(N3CCOCC3)c2c1	-2	-3%	5%	-2.7%	-10%
4	Oc1ccc2ccccc2c1Br	-3	-3%	8%	1.9%	-29%
5	CC[n+]1ccccc1/C=C1\Sc2ccc(C)cc2N1C	-4	0%	8%	-1.5%	-17%
6	CC(C)(C)c1ccc(C(=O)NCc2nnc(SCC(=O)NCC3CCCO3)o2)cc1 (stereo not drawn)	-8	-5%	-5%	-2.8%	6%
7	CCO[C@@H]1OC(C(=O)NC2CC2)=C[C@H](C)[C@H]1CCCO	-4	-6%	-8%	-1.2%	-31%
8	CCSc1nc2ccccc2n1Cc1ccccc1F	-3	-4%	5%	-1.0%	-12%
9	COc1ccccc1NC(=O)CSc1nncn2c1cc1sccc12	8	-2%	6%	15%	-12%
10	CCC(=O)NC(c1ccc(C)cc1)c1ccc2cccnc2c1O (stereo not drawn)	6	-5%	-11%	0.7%	-12%

item	Vif-APOBEC3G blk	TrxR1 substrate	Vif-APOBEC3F blk	LDHA block
1	4%	5%	7%	-3
2	-1%	9%[57.1 µM]	1%	-5
3	0%	4%	6%	2
4	1%	4%	3%	13
5	?	4%	22µM*	-17
6	1%	-9%	-5%	-7
7	-3%	1%	-3%	-3
8	-12%	-11%	6%	-7
9	3%	-2%	0%	1
10	1%	-2%	-18%	9&3

Quoted at random: 2 entries already listed.
item	SMILES	PI4K2A inh	Glioma ERSR ind	IDH1 R132H inh	RXFP1 ag	USP1 inh
9	COc1ccccc1NC(=O)CSc1nncn2c1cc1sccc12	8	-2%	6%	15%	-12%
6	CC(C)(C)c1ccc(C(=O)NCc2nnc(SCC(=O)NCC3CCCO3)o2)cc1 (stereo not drawn)	-8	-5%	-5%	-2.8%	6%

item	Vif-APOBEC3G blk	TrxR1 substrate	Vif-APOBEC3F blk	LDHA block
9	3%	-2%	0%	1
6	1%	-9%	-5%	-7

(next part)
item	SMILES	PI4K2A inh	Glioma ERSR ind	IDH1 R132H inh	RXFP1 ag	USP1 inh
11	CC(C)(C)C(=O)Nc1cc(NC(=O)C(C)(C)C)cc(C(=O)NNC(=O)c2ccncc2)c1	-7	-5%	-12%	-0.3%	-13%
12	Cc1cc(C(F)(F)F)nc(SCCN2CCCCC2)c1C#N	-1	-4%	9%	1.5%	-16%
13	CCNS(=O)(=O)c1ccc(NC(=O)CSc2nc(-c3ccco3)cc(C(F)(F)F)n2)cc1	0	-3%	-12%	2.4%	-11%
14	COc1ccc(-n2c(=O)c3sc4ccccc4c3n(CC(=O)NCc3ccccc3)c2=O)cc1	-2	0%	-1%	3.3%	-21%
15	Cn1c2c(c(=O)n(C)c1=O)C(c1ccccc1[N+](=O)[O-])CC(=O)N2 (stereo not drawn)	1	0%	-2%	6.3%	-15%
16	CC(=O)N1CCN(CC(O)COc2ccc(S(=O)(=O)N3CCOCC3)cc2)CC1 (stereo not drawn)	-4	-1%	2%	0.4%	-20%
17	CCOc1ccc(CCN2C(=O)C(=O)N([C@@H](Cc3ccc(O)cc3)CN3CCC[C@@H]3CN3C(=O)C(=O)NC[C@@H]3Cc3ccccc3)C[C@@H]2Cc2ccccc2)cc1	-1	-3%	32µM*	.	-5%
18	COC(=O)Cc1[nH]n(-c2nc3ccccc3s2)c(=O)c1C(C)=O	-53*	-1%	4%	-1.8%	-23%
19	Cc1ccc(CNC(=O)Nc2ccc(Cl)cc2)cc1	1	5%	-11%	1.7%	-25%
20	CC(C)c1ccc(/C=C/C(=O)Nc2nncs2)cc1	-3	-8%	5%	0.8%	8%

item	Vif-APOBEC3G blk	TrxR1 substrate	Vif-APOBEC3F blk	LDHA block
11	2%	0%	-4%	-10
12	-1%	0%[57.1 µM]	-2%	5
13	-12%	-8%	5%	-1
14	4%	-1%	-8%	0
15	4%	-11%	0%	-14
16	2%	0%	-1%	-1
17	-9%	-2%	7%	0
18	-2%	1%	1%	1
19	2%	5%	1%	-1
20	-1%	-2%	-5%	-5

(more compounds)
item	SMILES	PI4K2A inh	Glioma ERSR ind	IDH1 R132H inh	RXFP1 ag	USP1 inh
21	Cc1ccnc(NC(c2ccncc2)c2c(C)[nH]c3ccccc23)c1 (stereo not drawn)	-7	-6%	0%	0.2%	-20%
22	CCCc1nc2oc3c(NCCN4CCOCC4)ncnc3c2c2c1CCCC2	-8	-1%	7%	1.4%	-11%
23	COc1ccc(N(CC(=O)Nc2cccc(C(C)=O)c2)S(C)(=O)=O)cc1OC	10	-3%	11%	-0.2%	-19%
24	O=C(Nc1cc(-c2nc3cc(Cl)ccc3o2)ccc1Cl)c1ccco1	0	1%	-11%	10.0%	-18%
25	O=C(Nc1ccc(F)cc1F)N1CCCN(c2ccc([N+](=O)[O-])cn2)CC1	0	-5%	4%	3.0%	3%
26	COc1ccc(NC(=O)Cn2ccc3c(OC)cccc3c2=O)cc1	0	-2%	0%	0.0%	?
27	COc1ccc(CCNC(=O)c2ccc3c(c2)N(Cc2ccc(Cl)cc2)C(=O)c2ccccc2S3)cc1OC	-9	3%	-1%	-0.9%	2%
28	CC(=O)c1ccccc1N(C(=O)c1ccco1)C(C(=O)NC1CCCC1)c1ccc(C)cc1 (stereo not drawn)	1	-5%	0%	1.8%	-11%
29	CCCCOc1ccc(N(CC(=O)NC(C)C)C(=O)CCC(=O)Nc2ccccn2)cc1	3	0%	-3%	3.0%	-8%
30	COc1ccc(S(=O)(=O)N2CCCCCC2)cc1C(=O)NCCc1ccc(F)cc1	2	-5%	-8%	2.5%	-15%

item	Vif-APOBEC3G blk	TrxR1 substrate	Vif-APOBEC3F blk	LDHA block
21	0%	1%	-4%	-4
22	1%	5%	8%	1
23	2%	-1%	-3%	-1
24	-3%	15%	6%	1
25	2%	-6%	1%	10
26	3%	2%	5%	-3
27	0%	2%[57.1 µM]	6%	-4
28	-2%	1%[57.1 µM]	7%	0
29	-6%	8%[57.1 µM]	1%	-7
30	5%	1%	3%	-3

Taken from above.
Under RXFP1 ag, COc1ccc(S(=O)(=O)N2CCCCCC2)cc1C(=O)NCCc1ccc(F)cc1 is listed with 2.5%
Under PI4K2A inh, CC(=O)c1ccccc1N(C(=O)c1ccco1)C(C(=O)NC1CCCC1)c1ccc(C)cc1 (stereo not drawn) is listed with 1
Under RXFP1 ag, O=C(Nc1cc(-c2nc3cc(Cl)ccc3o2)ccc1Cl)c1ccco1 is listed with 10.0%

Continued:
item	SMILES	PI4K2A inh	Glioma ERSR ind	IDH1 R132H inh	RXFP1 ag	USP1 inh
31	O=C(/C=C/c1cccc(F)c1)Nc1cc(S(=O)(=O)N2CCOCC2)ccc1Cl	-2	-2%	0%	.	-7%
32	Cc1ccc(S(=O)(=O)N2CCOCC2)cc1C(=O)N1CCN(S(=O)(=O)c2cccc(F)c2)CC1	-4	-6%	12%	-0.9%	-15%
33	O=[N+]([O-])c1cc(C(F)(F)F)ccc1N1CCCNCC1	-3	-2%	3%	-0.8%	2%
34	CSc1ccc(CN(C)Cc2nc3cc(C(F)(F)F)ccc3c(=O)[nH]2)cc1	2	-2%	-1%	1.4%	-16%
35	C[C@H]1CN([C@@H](C)CO)C(=O)Cc2cc(NS(C)(=O)=O)ccc2O[C@@H]1CN(C)Cc1ccc(Cl)c(Cl)c1	-7	-1%	-11%	.	-14%
36	CCN1CCN(S(=O)(=O)c2cc3c(cc2Cl)NC(=O)CO3)CC1	-7	-7%	4%	2.8%	-14%
37	CSc1oc(-c2ccco2)nc1S(=O)(=O)c1ccc(C)cc1	-1	-3%	-2%	-0.5%	-14%
38	C1=Cc2ccccc2/C1=C(\Cc1ccncc1)Oc1ccncc1	.	1%	.	.	.
39	O=C(NC1CCCCC1)C1CCN(C(=O)c2ccc(Cl)cc2)CC1	-2	-1%	16%	1.9%	-5%
40	CCC1SC(=NC(=O)c2ccc(Cl)c(Cl)c2)NC1=O (stereo not drawn)	2	3%	10%	-0.8%	-22%
41	Clc1ccccc1-c1nn2c(-c3cc(-c4ccccc4)n[nH]3)nnc2s1	-2	-3%	.	.	.
42	C#Cc1ccc([C@@H]2C=C(C(=O)O)O[C@H](OCC)[C@H]2CCCO)cc1	-5	0%	-4%	.	-14%

item	Vif-APOBEC3G blk	TrxR1 substrate	Vif-APOBEC3F blk	LDHA block
31	-5%	-3%	2%	-6
32	14%	7%	-2%	2
33	-8%	5%[57.1 µM]	-11%	-7
34	0%	-9%[57.1 µM]	5%	-1
35	0%	0%[57.1 µM]	-5%	-4
36	3%	3%[57.1 µM]	0%	-3
37	2%	3%	-3%	-11
38	5%	-5%	.	0
39	0%	0%	-6%	-9
40	2%	-12%	-1%	4
41	-15%	13%[0.0914 µM]	.	-6
42	0%	6%	0%	-14

Source: PubChem (National Center for Advancing Translational Sciences (NCATS))

This is a subset, so the mix of outcomes need not match the whole.
